Mcl1-Bid inh – disrupts binding of human Mcl-1 to Bid peptide; Q07820; TR-FRET Mcl-1/Bid-Dy647 peptide binding, 1536-well; inhibition, % at 21.7 µM; actives 0.97% (n = 220,000); AID 1021;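 active means compounds that cut the binding signal by more than half at the single screening dose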;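 further: His-tagged Mcl-1 with europium anti-His antibody binding Bid BH3 peptide; 0% = Mcl-1 plus peptide wells and 100% = peptide-only wells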
Target sequence (Q07820 whole entry, looked up): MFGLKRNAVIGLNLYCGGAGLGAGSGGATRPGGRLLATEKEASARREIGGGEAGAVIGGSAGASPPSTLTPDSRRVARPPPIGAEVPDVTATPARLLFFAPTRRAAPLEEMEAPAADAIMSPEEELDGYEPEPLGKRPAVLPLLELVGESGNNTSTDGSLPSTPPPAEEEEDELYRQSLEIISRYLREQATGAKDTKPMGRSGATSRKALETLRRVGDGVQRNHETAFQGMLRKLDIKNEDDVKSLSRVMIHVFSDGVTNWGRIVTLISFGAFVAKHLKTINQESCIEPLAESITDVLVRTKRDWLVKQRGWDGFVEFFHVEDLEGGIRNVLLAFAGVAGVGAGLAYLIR
RGS8-Gao reg – human RGS8-Galphao interaction regulation. P09471. response (percent of control binding), % at 10 µM. AID 1423. actives 0.34% (n = 220,000). multiplexed bead flow cytometry, RGS8-Galphao binding; actives lie on both sides; in the data active means response below about 60% or above about 140%; inactive means in between;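 further: Galphao activated as the GDP aluminium fluoride complex binding bead-coupled RGS8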
Mcl-1 Bim block – human Bim-Mcl-1 interaction inhibition. Q07820. Bead-based flow cytometry, Bim peptide-Mcl-1 binding. inhibition, % at 10 µM. actives 0.1% (n = 190,000);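 further: 0% = no compound tracer wells and 100% = peptide blocker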
RGS4-Gao reg – modulates binding of RGS4 to human Galphao. Multiplexed bead flow cytometry; actives lie on both sides. actives 0.33% (n = 220,000). P09471. binding response (% of control), % at 10 µM; in the data active means binding response below about 49% or above about 150%; inactive means in between;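 further: fluorescent Galphao activated with aluminum fluoride binding bead-coupled RGS4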
Bcl-B Bim block – disrupts Bim peptide binding to human Bcl-B; inhibition, % at 10 µM; actives 0.073% (n = 190,000); bead-based flow cytometry; Q9HD36;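 further: 0% = tracer peptide without compound and 100% = reference inhibitor peptide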
Target sequence (Q9HD36 whole entry, looked up): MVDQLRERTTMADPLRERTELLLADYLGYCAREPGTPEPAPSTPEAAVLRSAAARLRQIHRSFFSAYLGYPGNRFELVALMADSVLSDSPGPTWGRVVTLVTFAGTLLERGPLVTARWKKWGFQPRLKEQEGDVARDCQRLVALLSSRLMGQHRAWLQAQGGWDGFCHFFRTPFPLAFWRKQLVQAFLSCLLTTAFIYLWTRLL
GSH fluor – GSH bead compound fluorescence profile; AID 1776; actives 0.25% (n = 190,000); GSH beads flow cytometry, compound fluorescence 488/530 nm; stronger effect = higher value; fluorescence (KMESF) at 10 µM; in the data active means fluorescence above about 89;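 further: glutathione beads carrying GST-tagged Bcl family fusion proteins plus one bare bead set; values are compound well signal with DMSO vehicle wells as background; inactives centre near 16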
Bim-Bcl-W – disrupts Bim peptide binding to human Bcl-W | Q92843 | bead-based flow cytometry | inhibition, % at 10 µM | actives 0.02% (n = 190,000);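 further: 0% = bound tracer without compound and 100% = peptide blocker; higher means less fluorescent Bim peptide bound to Bcl-W beads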
Target sequence (Q92843 whole entry, looked up): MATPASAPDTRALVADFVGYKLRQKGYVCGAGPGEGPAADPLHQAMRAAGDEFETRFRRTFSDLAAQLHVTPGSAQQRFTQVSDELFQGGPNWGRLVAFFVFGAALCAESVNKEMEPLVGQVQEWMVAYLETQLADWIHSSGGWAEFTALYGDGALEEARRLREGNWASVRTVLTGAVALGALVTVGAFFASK
Bfl-1 Bim block – disrupts Bim binding to human Bfl-1; inhibition, % at 10 µM; Bead-based flow cytometry, Bim-Bfl-1 binding inhibition; Q16548; actives 0.12% (n = 190,000);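 further: 0% = wells without compound plus tracer and 100% = blocker peptide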
Bcl-2 Bim block – disrupts Bim peptide binding to human Bcl-2. actives 0.06% (n = 190,000). inhibition, % at 10 µM. Bead-based flow cytometry, Bim peptide-Bcl-2 binding. P10415; in the data active means inhibition above about 40%; inconclusive means no clear call, values can overlap the other calls;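 further: 0% = no compound wells with probe peptide and 100% = reference peptide inhibitor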
Target sequence (P10415 whole entry, looked up): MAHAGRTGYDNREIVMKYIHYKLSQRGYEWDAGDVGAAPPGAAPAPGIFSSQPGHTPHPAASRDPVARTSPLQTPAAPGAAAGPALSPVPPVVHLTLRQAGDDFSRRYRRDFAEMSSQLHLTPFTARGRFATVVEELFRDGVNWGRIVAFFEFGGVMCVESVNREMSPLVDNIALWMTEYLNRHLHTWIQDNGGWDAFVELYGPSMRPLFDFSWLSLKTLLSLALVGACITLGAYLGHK
RGS7-Gao – modulates binding of RGS7 to human Galphao. Multiplexed bead flow cytometry; actives lie on both sides. binding response (% of control), % at 10 µM. actives 0.35% (n = 220,000). AID 1439; in the data active means binding response below about 49% or above about 150%; inconclusive means no clear call, values can overlap the other calls; inactive means in between;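 further: fluorescent Galphao held in activated GDP-AlF4 state binding bead-coupled RGS7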
Bcl-XL Bim block – inhibitors of Bim-Bcl-XL interaction, human; Q07817; Bim peptide-Bcl-XL binding, bead flow cytometry, fluorescence; inhibition, % at 10 µM; actives 0.04% (n = 190,000)
The depositor's hits bear a star; ? = inconclusive; · = no result given. Unless noted, no stated cut-off is given here; in the data, active means inhibition above about 40%.

nr | compound | Mcl1-Bid inh | RGS8-Gao reg | Mcl-1 Bim block | RGS4-Gao reg | Bcl-B Bim block | GSH fluor | Bim-Bcl-W | Bfl-1 Bim block | Bcl-2 Bim block | RGS7-Gao | Bcl-XL Bim block
1 | CCN1C(=O)/C(=C/c2cccs2)N(C)C1=S | -37 | 101 | -3 | 100 | -3 | 18 | -3 | -2 | -3 | 102 | -2
2 | CSc1cccc(NC(=O)CCC(=O)O)c1 | -6 | 102 | -4 | 101 | -11 | 10 | -4 | -5 | -7 | 103 | -12
3 | CC(C)C(=O)Nc1nnc(SCC(=O)NC2CC2)s1 | -20 | 101 | 19 | 107 | -4 | 50 | 2 | -12 | -9 | 107 | 4
4 | COc1ccc(C)cc1N(C(=O)c1ccccc1)c1nc2ccccc2s1 | -39 | 105 | -5 | 104 | -14 | 17 | -7 | -10 | -8 | 106 | -10
5 | COC(=O)CSc1ccc(S(=O)(=O)N2CCOCC2)cc1[N+](=O)[O-] | -4 | 96 | -5 | 89 | -4 | 12 | -6 | 0 | -1 | 96 | -4
6 | COc1ccc(CN(C)C(C)C(=O)NC2CCCc3ccccc32)cc1 (configuration not stated) | -3 | 121 | 1 | 82 | -2 | 16 | 3 | 5 | 0 | 106 | 1
7 | O=C(Nc1ccccc1N1CCOCC1)C1CCN(S(=O)(=O)c2cccc(C(F)(F)F)c2)CC1 | -18 | 106 | -3 | 104 | -5 | 10 | -3 | -16 | -8 | 105 | -4
8 | O=C(CNC(=O)Cc1ccccc1)N=Nc1c(O)n(Cc2ccc3c(c2)OCO3)c2ccccc12 | 24 | 105 | 4 | 103 | 11 | 7 | 4 | 1 | 2 | 103 | 10
9 | O=C1NC2(CCCCC2)C(=O)N1/N=C/c1ccccc1Br | -6 | 104 | 1 | 103 | -4 | 5 | -2 | -2 | -3 | 104 | -2
10 | COc1ccc(/C=N/N=C2/NC(=O)C(c3ccccc3)S2)c(OC)c1 (configuration not stated) | -13 | 99 | 0 | 98 | 0 | 16 | 0 | -1 | -3 | 100 | -3
11 | CCN(C(=O)c1ccnn1C)c1ccccc1 | -33 | 89 | -4 | 95 | -9 | 9 | -5 | 1 | -2 | 96 | -7
12 | COc1ccc(OCC(=O)N2CCN(C(=O)c3cccs3)CC2)cc1 | -9 | 104 | -3 | 102 | -3 | 22 | 1 | -15 | -6 | 108 | -5
13 | CCC(C)C(NC=C1C(=O)OC(C)(C)OC1=O)C(=O)O (configuration not stated) | -8 | 104 | 0 | 100 | -6 | 44 | 4 | -8 | -5 | 102 | -4
14 | CCC1(CC)C(=O)NC(=O)NC1=Nc1ccccc1 | -21 | 83 | 1 | 94 | -1 | 8 | 0 | 3 | 3 | 99 | -1
15 | COc1cc(NC(C)=O)c2ncccc2c1[N+](=O)[O-] | -58 | 100 | -2 | 102 | 1 | 12 | -2 | 0 | -4 | 99 | -4
16 | CN1CCc2nc(NC(=O)COc3ccc(C#N)cc3)sc2C1 | -9 | 97 | 0 | 101 | -3 | 11 | -2 | -5 | -3 | 99 | 0
17 | COc1ccc(NC(=S)Nc2cccc(S(=O)(=O)N3CCCCC3)c2)cc1 | -38 | 100 | -9 | 101 | -12 | 6 | -3 | 0 | -2 | 99 | -7
18 | COc1cccc(/C=N/Nc2nn3cnnc3c3ccccc23)c1 | -2 | 101 | 17 | 101 | 17 | 23 | 24 | -12 | -4 | 101 | 5
19 | CCCCCOCC(O)CCC(=O)NN (configuration not stated) | -10 | 92 | 0 | 93 | -2 | 8 | -1 | -2 | 3 | 94 | -2
20 | CC(C)c1onc(C(=O)Nc2cccnc2Cl)c1[N+](=O)[O-] | -24 | 101 | 2 | 103 | -5 | 18 | 0 | -5 | -1 | 104 | -1
21 | Cc1cc2ncc(S(C)(=O)=O)c(N)n2n1 | -22 | 104 | -1 | 101 | -6 | 11 | 0 | -8 | 0 | 100 | -1
22 | Cc1ccc(OCC(=O)N(Cc2ccccc2)C2CCS(=O)(=O)C2)c([N+](=O)[O-])n1 (configuration not stated) | -15 | 105 | -3 | 101 | -7 | 10 | -6 | -8 | -5 | 106 | -7
23 | O=C(CSc1nc2ccccc2o1)NC(=O)NCc1ccco1 | -28 | 99 | -1 | 97 | -2 | 33 | -4 | 0 | -2 | 98 | -3
24 | Cc1c(C#N)c2ncnc(-c3ccccc3)c2n1-c1ccccc1 | 0 | 98 | -1 | 99 | 0 | 17 | 2 | 0 | 0 | 98 | -3
25 | Cc1c(Cl)c([N+](=O)[O-])nn1Cc1ccc(C(=O)N/N=C\c2ccccn2)o1 | -16 | 106 | 15 | 104 | 14 | 5 | 16 | 3 | 8 | 104 | 22
26 | CCOc1ccccc1OCC(=O)Nc1ccc(S(=O)(=O)Nc2ncccn2)cc1 | 1 | · | 0 | · | -3 | 19 | -4 | -1 | 15 | · | -6
27 | O=C(CSc1nnc(-c2ccncc2)n1CCc1ccccc1)NCc1ccccc1 | -6 | 100 | 0 | 98 | 0 | 23 | -1 | -2 | 9 | 97 | 0
28 | Cn1c(SCc2ccccc2Cl)nc2ccccc21 | -15 | 107 | -10 | 104 | -7 | 23 | -4 | -8 | -5 | 103 | -8
29 | O=C(/C=C/c1ccc(Br)cc1)c1ccc(NC2=NCCCS2)cc1 | 8 | 103 | 0 | 101 | -2 | 9 | -2 | 3 | -1 | 102 | -1
30 | O=C(Cn1c2ccccc2c2nc3n(c(=O)c21)CCS3)Nc1ccccc1C(F)(F)F | 12 | 99 | 3 | 97 | -1 | 20 | 4 | -2 | 2 | 101 | 0

Single values from above.
#22 – Bfl-1 Bim block = -8
#2 – Bim-Bcl-W = -4
#12 – Bcl-2 Bim block = -6

3 of these compounds, reformatted:
#15 COc1cc(NC(C)=O)c2ncccc2c1[N+](=O)[O-]
#16 CN1CCc2nc(NC(=O)COc3ccc(C#N)cc3)sc2C1
#17 COc1ccc(NC(=S)Nc2cccc(S(=O)(=O)N3CCCCC3)c2)cc1

Compound | 15 | 16 | 17
Mcl1-Bid inh | -58 | -9 | -38
RGS8-Gao reg | 100 | 97 | 100
Mcl-1 Bim block | -2 | 0 | -9
RGS4-Gao reg | 102 | 101 | 101
Bcl-B Bim block | 1 | -3 | -12
GSH fluor | 12 | 11 | 6
Bim-Bcl-W | -2 | -2 | -3
Bfl-1 Bim block | 0 | -5 | 0
Bcl-2 Bim block | -4 | -3 | -2
RGS7-Gao | 99 | 99 | 99
Bcl-XL Bim block | -4 | 0 | -7

(listing goes on)
nr | compound | Mcl1-Bid inh | RGS8-Gao reg | Mcl-1 Bim block | RGS4-Gao reg | Bcl-B Bim block | GSH fluor | Bim-Bcl-W | Bfl-1 Bim block | Bcl-2 Bim block | RGS7-Gao | Bcl-XL Bim block
31 | CCOC(=O)c1cc(-c2ccccc2)n(CCC(=O)NC(C)CC)c1C (configuration not stated) | -24 | 103 | -7 | 101 | -8 | 15 | -5 | -3 | -3 | 102 | -7
32 | CC(C)Oc1ccc(C(CC(=O)O)NC(=O)C(Sc2ccccc2)c2ccccc2)cc1 (configuration not stated) | 2 | 105 | 0 | 103 | -8 | 10 | -2 | -7 | -4 | 103 | -3
33 | CCOC(=O)NC(=O)/C(C#N)=C\c1ccccc1 | -18 | 110 | 0 | 110 | -6 | 16 | -2 | -4 | 1 | 113 | -5
34 | CN(NS(=O)(=O)c1ccccc1)c1nc2ccccc2nc1C(F)(F)F | -14 | 96 | -3 | 98 | -8 | 10 | 0 | -10 | -14 | 91 | -7
35 | CNC(=S)NC(CC(=O)OC)c1ccc2c(c1)OCO2 (configuration not stated) | -48 | 100 | -1 | 99 | -1 | 15 | -2 | -4 | -2 | ? | -1
36 | COC(=O)C1=C(C)Nc2ncnn2C1c1cccnc1 (configuration not stated) | -9 | 102 | -3 | 102 | -4 | 13 | -3 | -1 | -6 | 100 | -5
37 | COc1ccc(S(=O)(=O)N2CCN(c3ccccc3)CC2)cc1 | -25 | 104 | -2 | 104 | 0 | 22 | 0 | -5 | -4 | 104 | 0
38 | COc1ccccc1N1CCN(CCc2n[nH]c(=S)n2-c2ccccc2)CC1 | 2 | 106 | -5 | 104 | -14 | 35 | -5 | -13 | -15 | 103 | -26
39 | CCOC(=O)c1cnn(-c2nc(SC)nc3sc4c(c23)CCCC4)c1N | 7 | 99 | -1 | 100 | -4 | 24 | -3 | -18 | -6 | 99 | -3
40 | Cc1ccc(CN2CCN(Cc3ccc(C)s3)CC2CCO)cc1 (configuration not stated) | -20 | 103 | -2 | 101 | -4 | 11 | -7 | -6 | -1 | 108 | -7
41 | CCO[C@H]1OC(C(N)=O)=C[C@@H](c2ccc(Br)cc2)[C@@H]1CCCO | -7 | 104 | 2 | 106 | 2 | 19 | -2 | 3 | 3 | 109 | 4
42 | COc1cc(C)ccc1NC(=O)c1ccc(S(=O)(=O)N2CCOCC2)cc1 | 2 | 99 | 0 | 103 | 0 | 16 | 0 | 0 | 0 | 100 | 0
43 | O=C1CCCC/C1=C/NCc1ccccc1 | -36 | 100 | -1 | 99 | 0 | 18 | -2 | -8 | -2 | 97 | -1
44 | CCOC(=O)c1oc2ccc(Br)cc2c1CSc1nnc(C)s1 | 4 | 101 | 0 | 103 | -4 | 30 | 0 | -14 | -8 | 105 | -9
45 | CCN(CC)c1ccc(C=C2C(=O)OC(c3ccccc3)OC2=O)cc1 (configuration not stated) | -43 | 98 | 0 | 104 | -9 | 29 | -1 | -1 | -1 | 102 | -1
46 | Cc1occc1-c1nnc(SCC(=O)Nc2ccccc2)n1CCc1ccccc1 | -5 | 97 | -3 | 101 | -7 | 27 | 0 | -15 | -12 | 104 | 0
47 | CCCCCCc1nc2ccccc2c(=O)n1NC(=O)c1c(O)c2c(n(CC(C)C)c1=O)CCCC2 | 4 | 104 | -2 | 109 | 2 | 22 | 0 | 0 | -5 | 104 | 0

Single records, from the list above. Values in the order: Mcl1-Bid inh | RGS8-Gao reg | Mcl-1 Bim block | RGS4-Gao reg | Bcl-B Bim block | GSH fluor | Bim-Bcl-W | Bfl-1 Bim block | Bcl-2 Bim block | RGS7-Gao | Bcl-XL Bim block
`COc1cc(C)ccc1NC(=O)c1ccc(S(=O)(=O)N2CCOCC2)cc1` is listed as 2 | 99 | 0 | 103 | 0 | 16 | 0 | 0 | 0 | 100 | 0
`CN(NS(=O)(=O)c1ccccc1)c1nc2ccccc2nc1C(F)(F)F` is listed as -14 | 96 | -3 | 98 | -8 | 10 | 0 | -10 | -14 | 91 | -7

Entries by screen from the entries so far.
RGS8-Gao reg, nos. 33–40: 110, 96, 100, 102, 104, 106, 99, 103
RGS7-Gao, nos. 33–40: 113, 91, ?, 100, 104, 103, 99, 108
